Bioassay records (PubChem)
IDE exosite FP: insulin-degrading enzyme (human) exo-site inhibition | purified IDE, FL-6b probe fluorescence polarization; hits give low values | z-score at 20 µM | AID 1259349 | 17,000 compounds, 6.3% hits;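 active = z-score of -3 or lower, meaning strong loss of probe binding signal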;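 note: His-tagged human IDE residues 42-1019 made in E. coli with 30 nM FL-6b probe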
Target sequence (P14735 42-1019 limits assumed): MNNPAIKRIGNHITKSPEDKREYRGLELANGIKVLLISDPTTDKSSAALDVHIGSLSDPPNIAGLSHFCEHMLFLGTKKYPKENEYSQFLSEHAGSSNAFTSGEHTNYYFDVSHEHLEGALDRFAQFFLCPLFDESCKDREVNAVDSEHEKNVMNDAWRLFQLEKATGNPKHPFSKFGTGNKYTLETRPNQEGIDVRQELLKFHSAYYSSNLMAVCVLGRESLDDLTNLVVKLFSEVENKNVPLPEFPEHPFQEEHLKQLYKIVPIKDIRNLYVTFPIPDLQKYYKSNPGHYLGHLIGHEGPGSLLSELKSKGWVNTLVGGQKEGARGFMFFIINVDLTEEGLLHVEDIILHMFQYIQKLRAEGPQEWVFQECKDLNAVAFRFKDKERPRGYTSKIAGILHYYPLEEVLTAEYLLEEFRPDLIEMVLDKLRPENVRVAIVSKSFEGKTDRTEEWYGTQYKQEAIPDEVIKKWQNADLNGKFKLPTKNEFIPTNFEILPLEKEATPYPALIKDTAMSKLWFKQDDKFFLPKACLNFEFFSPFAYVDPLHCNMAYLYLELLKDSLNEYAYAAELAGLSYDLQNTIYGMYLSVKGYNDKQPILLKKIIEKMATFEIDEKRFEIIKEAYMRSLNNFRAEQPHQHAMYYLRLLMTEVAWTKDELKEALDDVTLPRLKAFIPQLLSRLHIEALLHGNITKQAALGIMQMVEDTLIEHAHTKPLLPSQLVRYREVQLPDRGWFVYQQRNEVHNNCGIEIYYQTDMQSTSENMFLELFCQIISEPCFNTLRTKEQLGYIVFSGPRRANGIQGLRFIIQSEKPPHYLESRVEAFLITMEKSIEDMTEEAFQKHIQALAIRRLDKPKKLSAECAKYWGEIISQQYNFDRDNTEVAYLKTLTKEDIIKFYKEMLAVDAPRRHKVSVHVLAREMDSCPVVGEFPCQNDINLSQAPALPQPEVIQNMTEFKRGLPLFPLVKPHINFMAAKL
* hit, by the source's call. This is a subset (hit frequency here may not be typical).

Preview (3 entries):
SMILES | IDE exosite FP
CC(C)NC(=O)NC[C@@H]1[C@H](c2ccccc2)[C@H](CO)N1C(=O)c1ccccc1 | 4.31
CC(C)[C@@H]1COCn2nncc2CC[C@H](C)C(=O)N1 | -0.748
CCN(C[C@@H]1[C@@H](c2ccccc2)[C@H](CO)N1CC1CC1)C(C)=O | 2.4

This part in full, previewed entries included:
SMILES | IDE exosite FP
CC(C)NC(=O)NC[C@@H]1[C@H](c2ccccc2)[C@H](CO)N1C(=O)c1ccccc1 | 4.31
CC(C)[C@@H]1COCn2nncc2CC[C@H](C)C(=O)N1 | -0.748
CCN(C[C@@H]1[C@@H](c2ccccc2)[C@H](CO)N1CC1CC1)C(C)=O | 2.4
COCC#Cc1ccc([C@H]2[C@@H](CO)N3CCCCN(C(=O)NC4CCCC4)C[C@@H]23)cc1 | -1.19
C[C@H](CO)N1C[C@H](C)[C@H](CN(C)C(=O)c2ccncc2)OCCCC[C@H](C)Oc2ccc(NC(=O)CCC(F)(F)F)cc2C1=O | 0.692
COc1ccc(C(=O)N2C[C@@H]3[C@H](c4ccccc42)[C@@H](CO)N3C(=O)Cc2ccccn2)cc1 | 2.74
O=C(NC[C@@H]1N[C@@H](CO)[C@H]1c1ccc(C2=CCCCC2)cc1)c1ccc(F)cc1 | 4.07
CO[C@@H]1CN(C)C(=O)c2ccc(NC(=O)NC(C)C)cc2OC[C@H](C)N(Cc2ccc(-c3ccccn3)cc2)C[C@H]1C | 1.61
O=C(Nc1ccccc1)N1CC(=O)N2[C@H](C1)[C@@H](c1ccc(-c3ccc(F)cc3)cc1)[C@@H]2CO | -0.87
O=C(NC1CCCC1)N[C@H]1C=C[C@@H](CC(=O)N2CCOCC2)O[C@@H]1CO | 2.16
O=C(C[C@@H]1CC[C@H]2[C@@H](COC[C@H](O)CN2Cc2ccc3c(c2)OCO3)O1)N1CCCCC1 | -1.92
CS(=O)(=O)N1[C@H](C#N)[C@H](c2ccc(C#CC3CCCCC3)cc2)[C@H]1CO | 4.23
C[C@@H]1CN([C@H](C)CO)C(=O)c2ccccc2-c2ccccc2CO[C@@H]1CN(C)S(=O)(=O)c1cccs1 | -1.39
CC(=O)NC[C@@H]1[C@H](c2ccc(-c3ccccc3F)cc2)[C@H](CO)N1C(C)=O | 2.88
COCCNC(=O)C[C@@H]1CC[C@@H]2[C@H](COC[C@@H](O)CN2C(=O)c2cc(Cl)cc(Cl)c2)O1 | 1.32
O=C(CN1CCOCC1)N1CC2(C1)[C@H](c1ccccc1)[C@@H](CO)N2Cc1cccc(F)c1 | 0.317
C[C@@H]1CN([C@H](C)CO)C(=O)CCCn2cc(nn2)CO[C@@H]1CN(C)S(=O)(=O)c1ccc(-n2cccn2)cc1 | -0.533
COCC#Cc1ccc([C@@H]2[C@@H](CO)N3C(=O)CN(C(=O)C4CC4)C[C@@H]23)cc1 | 0.843
C/C=C/c1ccc([C@@H]2[C@H](CO)N3C(=O)CN(Cc4ccc(F)cc4)C[C@@H]23)cc1 | -0.734
Fc1ccccc1-c1ccc(C2[C@H]3CNC[C@@H]2N3CC2CC2)cc1 (stereo partly drawn) | 2.04
CC[C@@H]1C/C=C\CCNC(=O)CCC(=O)N1 | -1.13
O=C(Nc1cc(F)ccc1F)N1CC(=O)N2[C@H](CO)[C@@H](c3ccc(C#CC4CCCCC4)cc3)[C@@H]2C1 | 4.6
CN(C)CC#Cc1ccc([C@H]2[C@H](CO)N3C(=O)CN(C(=O)c4ccccc4)C[C@@H]23)cc1 | 1.53
CN(C)C(=O)c1ccc(-c2ccc([C@@H]3[C@@H](CO)N(C(=O)C4CCOCC4)[C@H]3C#N)cc2)cc1 | 2.08
CN(C)C(=O)c1cccc(-c2ccc([C@H]3[C@@H](CO)N(C(=O)C4CCCCC4)[C@H]3C#N)cc2)c1 | 0.65
Other compounds:
SMILES | IDE exosite FP
CCCN1C[C@@H](C)[C@@H](OC)CN(C)C(=O)c2cc(NC(=O)C3CCC3)ccc2OC[C@@H]1C | -0.169
O=C(CC1CC1)N1CC(=O)N2[C@H](CO)[C@H](c3ccc(-c4cccnc4)cc3)[C@H]2C1 | -0.577
CCCC#Cc1ccc([C@H]2[C@@H](CO)N3C(=O)CN(C(=O)c4ccc(F)cc4)C[C@H]23)cc1 | 1.45
COCCNC(=O)C[C@@H]1CC[C@H]2[C@@H](COc3ccc(NC(=O)Nc4cccc(F)c4)cc3C(=O)N2C)O1 | 0.564
CC(=O)N1[C@H](CN(CC2CCC2)C(=O)CN(C)C)[C@@H](c2ccccc2)[C@@H]1CO | -0.531
COc1cccc(C(=O)Nc2ccc3c(c2)C(=O)N(C)[C@H]2CC[C@@H](CC(=O)N[C@@H](C)c4ccccc4)O[C@@H]2CO3)c1 | -6.99*
Cc1ccc(OC(=O)N(C)C[C@H]2OCc3ccccc3-c3ccccc3C(=O)N([C@@H](C)CO)C[C@@H]2C)cc1 | 0.0215
COc1cccc(C#Cc2ccc([C@@H]3[C@@H](CO)N4C(=O)CN(C(=O)Cc5cccnc5)C[C@H]34)cc2)c1 | -2.35
CCS(=O)(=O)NC[C@@H]1[C@@H](c2ccccc2)[C@@H](CO)N1CC1CCCCC1 | 3.38
C[C@H]1CN([C@@H](C)CO)C(=O)c2cc(C#Cc3ccccc3)cnc2O[C@H]1CN(C)C(=O)c1ccccc1 | -1.73
CO[C@H]1CN(C)C(=O)c2cc(NC(=O)C3CCOCC3)ccc2OC[C@H](C)NC[C@@H]1C | -0.0435
CCCC#Cc1ccc([C@H]2[C@H](CO)N3C(=O)CN(C(=O)c4cccnc4)C[C@@H]23)cc1 | -1.16
COc1ccc2c3c([nH]c2c1)[C@@H](CO)N(Cc1ccc(F)cc1)CC31CN(C)C1 | -0.66
O=C(C1CCC1)N1CC(=O)N2[C@@H](CO)[C@@H](c3ccc(C#CCc4ccccc4)cc3)[C@@H]2C1 | -3.32*
O=C(c1cnccn1)N1CC(=O)N2[C@H](CO)[C@@H](c3ccc(-c4ccc(F)cc4)cc3)[C@@H]2C1 | 2.62
COCC(=O)N1CCC2(CC1)CN[C@H](CO)c1c2c2ccc(OC)cc2n1C | 0.383
CCCNC(=O)N1CC2(C1)CN(Cc1ccc(F)cc1)[C@@H](CO)c1[nH]c3cc(OC)ccc3c12 | 0.208
COc1ccc2c3c(n(C)c2c1)[C@H](CO)N(C(=O)NC1CCCCC1)CC31CCN(C)CC1 | -1.67
O=C(CN1CCOCC1)N1CCCCN2[C@H](CO)[C@H](c3ccc(-c4ccccc4F)cc3)[C@@H]2C1 | -0.000576
COc1ccc(S(=O)(=O)Nc2ccc3c(c2)CC(=O)N([C@H](C)CO)C[C@@H](C)[C@@H](CN(C)C(=O)Nc2c(C)noc2C)O3)cc1 | 1.31
N#C[C@@H]1[C@H](c2ccccc2)[C@@H](CO)N1S(=O)(=O)c1ccc(F)cc1 | 1.67
O=C(C[C@H]1CC[C@H]2[C@@H](COC[C@@H](O)CN2CC2CCOCC2)O1)NCc1ccc(Cl)cc1 | 0.318
Cc1ccccc1-c1ccc2c(c1)O[C@@H](CN(C)C(=O)Nc1ccc(C(F)(F)F)cc1)[C@@H](C)CN([C@@H](C)CO)S2(=O)=O | -1.57
COCC(=O)Nc1ccc2c(c1)C(=O)N(C)[C@@H]1CC[C@H](CC(=O)N3CCc4ccccc4C3)O[C@@H]1CO2 | -1.87
O=C1CCC(=O)N[C@H](c2ccccc2)C/C=C\CCN1 | 1.23
(further entries)
SMILES | IDE exosite FP
CCCC#Cc1ccc([C@H]2[C@@H](CO)N3C(=O)CN(C(=O)Nc4ccc(F)cc4)C[C@H]23)cc1 | 3.97
O=C(Nc1ccccc1)N1CC(=O)N2[C@H](CO)[C@@H](c3ccc(C#Cc4cccnc4)cc3)[C@@H]2C1 | 3.72
O=C(Nc1cccc(F)c1)N1CC(=O)N2[C@@H](CO)[C@@H](c3ccc(-c4ccccc4)cc3)[C@@H]2C1 | 1.67
Cc1noc(C)c1NC(=O)N(C)C[C@H]1OCCCC[C@@H](C)Oc2ccc(NC(=O)Nc3ccc(C(F)(F)F)cc3)cc2C(=O)N([C@@H](C)CO)C[C@H]1C | 1.35
COc1ccc2c3c(n(C)c2c1)[C@@H](CO)N(CC1CC1)CC31CCN(C(=O)NC2CCCC2)CC1 | -0.542
O=C(NC[C@@H]1[C@@H](c2ccccc2)[C@@H](CO)N1Cc1ccccc1)c1ccccn1 | 2.74
COc1cccc(S(=O)(=O)N[C@@H]2CC[C@@H](CC(=O)NC3Cc4ccccc4C3)O[C@H]2CO)c1 | 0.558
O=C(c1ccc2c(c1)OCO2)N1C[C@@H]2N[C@H](C1)C2c1ccc(-c2ccncc2)cc1 (stereo partly drawn) | 5.43
C[C@H](NC(=O)C[C@H]1C=C[C@@H](NS(=O)(=O)c2cccc(F)c2)[C@H](CO)O1)c1ccccc1 | 2.16
C[C@@H](NC(=O)C[C@@H]1C=C[C@H](NS(=O)(=O)c2cccc(F)c2)[C@H](CO)O1)c1ccccc1 | 3.74
C/C=C/c1ccc([C@H]2[C@@H](CO)N(c3nc(-c4ccccc4)cs3)[C@H]2C#N)cc1 | 0.983
CN(C[C@@H]1[C@@H](c2ccccc2)[C@H](CO)N1CC1CC1)C(=O)c1ccccc1 | 1.67
CCCC#Cc1ccc([C@@H]2[C@@H](CO)N3CCCCN(C(=O)c4ccc5c(c4)OCO5)C[C@@H]23)cc1 | 0.342
COc1ccccc1C#Cc1ccc([C@@H]2[C@@H](CO)N3CCCCN(S(C)(=O)=O)C[C@H]23)cc1 | -5.62*
CO[C@@H]1CN(C)C(=O)c2cc(NC(=O)c3cnccn3)ccc2OC[C@H](C)NC[C@H]1C | -0.0121
COc1cccc(-c2ccc([C@H]3[C@H]4CN(C(=O)CN5CCOCC5)CC(=O)N4[C@H]3CO)cc2)c1 | -2.97
COCC(=O)N1CC2(C1)[C@H](c1ccccc1)[C@@H](CO)N2CCC(F)(F)F | 0.728
CCCNC(=O)C[C@H]1CC[C@H]2[C@@H](COC[C@H](O)CN2Cc2ccncc2)O1 | 0.435
COc1ccccc1S(=O)(=O)N(C)C[C@H]1OCc2ccccc2-c2ccccc2C(=O)N([C@H](C)CO)C[C@@H]1C | -0.155
CCS(=O)(=O)N1[C@H](CO)[C@@H](c2ccc(C#CCC3CCCC3)cc2)[C@@H]1C#N | -0.391
CCCC#Cc1ccc([C@@H]2[C@@H](CO)N(C(=O)CN3CCOCC3)[C@H]2C#N)cc1 | -0.471
Cc1cccc(S(=O)(=O)N[C@@H]2CC[C@@H](CCNC(=O)Nc3cc(F)ccc3F)O[C@H]2CO)c1 | 3.17
O=C(CN1CCOCC1)N1CC[C@@H]2[C@H]1c1cc(-c3ccccc3F)ccc1N[C@@H]2CO | -2.08
COc1ccccc1NC(=O)N1CCCCN2[C@H](CO)[C@@H](c3ccc(-c4cccc(C#N)c4)cc3)[C@@H]2C1 | -0.605
C/C=C/c1ccc([C@H]2[C@@H](CO)N(C(=O)CC)[C@@H]2CN(C)C(=O)NC(C)C)cc1 | 1.91
(next part)
SMILES | IDE exosite FP
COCC(=O)N(C)C[C@H]1[C@H](c2ccccc2)[C@@H](CO)N1C(=O)Cc1ccncc1 | 2.03
N#Cc1cccc(-c2ccc3c(c2)[C@H]2[C@H](CCN2S(=O)(=O)c2ccc(F)cc2)[C@H](CO)N3)c1 | -0.0272
COc1ccccc1-c1ccc([C@H]2[C@@H](CO)N(C(=O)C3CCOCC3)[C@H]2C#N)cc1 | -8.25*
CCC(=O)N1[C@H](CO)[C@@H](c2ccccc2)C12CN(C(=O)c1ccncc1)C2 | 1.2
CCC(=O)N1CC(=O)N2[C@H](CO)[C@@H](c3ccc(-c4ccc(C#N)cc4)cc3)[C@H]2C1 | -0.103
N#C[C@H]1[C@@H](c2ccccc2-c2ccccc2F)[C@H](CO)N1C(=O)C1CC1 | 1.99
COc1cccc(NC(=O)C[C@@H]2CC[C@@H]3[C@H](COc4ccc(NS(=O)(=O)c5cccc(F)c5)cc4C(=O)N3C)O2)c1 | -1.04
C[C@@H]1CN([C@H](C)CO)C(=O)CCCn2cc(nn2)CO[C@H]1CN(C)Cc1ccccc1 | -0.375
Cn1cnc(S(=O)(=O)N2CCCCN3[C@@H](CO)[C@@H](c4ccc(-c5ccc(F)cc5)cc4)[C@@H]3C2)c1 | -2.12
CN(C)C(=O)c1cccc(-c2ccc([C@@H]3[C@H](CO)N4CCCCN(CC5CCOCC5)C[C@@H]34)cc2)c1 | 0.762
C[C@@H]1CN([C@@H](C)CO)C(=O)Cc2cc(NC(=O)C3CC3)ccc2O[C@H]1CN(C)S(=O)(=O)c1cn(C)cn1 | 1.33
COc1ccc(-c2ccccc2[C@H]2[C@@H](CO)N(C(=O)NC(C)C)[C@H]2C#N)cc1 | 0.862
COc1ccc(-c2ccc3c(c2)[C@@H]2[C@@H](CCN2C(=O)c2ccncc2)[C@@H](CO)N3C)cc1 | 1.93
COc1cccc(S(=O)(=O)Nc2ccc3c(c2)C(=O)N(C)[C@@H]2CC[C@H](CC(=O)NCC4CCCCC4)O[C@H]2CO3)c1 | 0.89
CN1C[C@@H](O)COC[C@H]2O[C@H](CC(=O)NC3CCCC3)CC[C@@H]21 | 0.949

Rewritten with each value named: 4 of the compounds above
> O=C(Nc1ccccc1)N1CC(=O)N2[C@H](CO)[C@@H](c3ccc(C#Cc4cccnc4)cc3)[C@@H]2C1
  IDE exosite FP: 3.72
> O=C(CN1CCOCC1)N1CC[C@@H]2[C@H]1c1cc(-c3ccccc3F)ccc1N[C@@H]2CO
  IDE exosite FP: -2.08
> CN(C)C(=O)c1ccc(-c2ccc([C@@H]3[C@@H](CO)N(C(=O)C4CCOCC4)[C@H]3C#N)cc2)cc1
  IDE exosite FP: 2.08
> O=C(c1cnccn1)N1CC(=O)N2[C@H](CO)[C@@H](c3ccc(-c4ccc(F)cc4)cc3)[C@@H]2C1
  IDE exosite FP: 2.62
